p53 PUMA act: mutant p53 pathway reactivation; activation, % at 9.98 µM; AID 624151; 28,000 compounds, 1.5% hits; SW480 PUMA-promoter luciferase; in the data active = activation above about 52%
STK33 kin inh: blocks human STK33 kinase activity; 27,000 compounds, 0.44% hits; ADP-Glo luminescence, MBP substrate; inhibition, % at 12.5 µM; Q9BYT3; in the data active = inhibition above about 20%
Target sequence (Q9BYT3 whole entry, looked up): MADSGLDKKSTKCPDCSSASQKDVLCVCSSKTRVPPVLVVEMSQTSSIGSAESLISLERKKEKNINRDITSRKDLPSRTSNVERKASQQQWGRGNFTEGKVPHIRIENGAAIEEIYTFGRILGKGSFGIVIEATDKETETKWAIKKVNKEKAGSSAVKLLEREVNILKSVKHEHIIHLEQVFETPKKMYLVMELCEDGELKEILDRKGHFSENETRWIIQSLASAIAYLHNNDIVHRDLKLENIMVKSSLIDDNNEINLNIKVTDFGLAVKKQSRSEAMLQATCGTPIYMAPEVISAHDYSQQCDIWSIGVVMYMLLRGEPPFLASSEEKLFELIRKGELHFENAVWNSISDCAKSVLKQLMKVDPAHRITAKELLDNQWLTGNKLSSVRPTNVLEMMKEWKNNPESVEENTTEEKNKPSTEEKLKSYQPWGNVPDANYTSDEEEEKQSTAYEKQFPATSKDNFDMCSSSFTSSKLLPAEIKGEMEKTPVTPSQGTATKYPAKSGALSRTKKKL
* marks the source's active call; other numbers are inactive results; . = no result given.

SMILES	p53 PUMA act	STK33 kin inh
CN(C1CCCCC1)S(=O)(=O)c1ccc(NC(=O)C2CCCCC2C(=O)O)cc1 (centres undefined)	-1.1	0.7
CNC[C@@H]1OCCCC[C@H](C)Oc2ccc(N(C)C)cc2C(=O)N([C@@H](C)CO)C[C@H]1C	0.9	.
O=C(c1ccc(Nc2nccc(-c3cc4ccccc4s3)n2)cc1)N1CCC(N2CCCC2)CC1	-77.0	.
COc1ccc(NC(=O)CSc2nnc(-c3ccco3)n2-c2ccccc2)cc1	14.6	-5.2
CSc1ccc(C(Nc2ccccn2)c2cc(Cl)c3cccnc3c2O)cc1 (centres undefined)	-85.5	4.7
CC1CCc2c(sc3nc(SCC(=O)NCC4CCCO4)n(-c4ccccc4)c(=O)c23)C1 (centres undefined)	3.4	3.3
O=C1CC(c2ccccc2)Oc2ccc(Cl)cc21 (centres undefined)	.	1.1
COc1ccccc1OCC(O)Cn1cnc2ccccc21 (centres undefined)	30.2	6.4
CNC[C@@H]1Oc2ccc(NC(=O)Nc3ccc(OC)cc3)cc2C(=O)N([C@@H](C)CO)C[C@@H]1C	6.6	5.2
COc1ccc(NC(=O)COc2ccccc2)c([N+](=O)[O-])c1	71.7*	-0.3
CCOC(=O)c1cnc2c(C)c(C)ccc2c1NCCN(C)C	41.6	-0.9
Cc1ccc(F)cc1S(=O)(=O)N1CCN(Cc2cccc(OCCO)c2)CC1	.	3.0
C[C@H](CO)N1C[C@H](C)[C@H](CN(C)Cc2ccc(C(=O)O)cc2)Oc2ccc(NC(=O)c3ccncc3)cc2CC1=O	.	-2.8
COC(=O)N(C)C[C@@H]1OCc2cnnn2CCCC(=O)N([C@@H](C)CO)C[C@H]1C	2.4	-1.7
C[C@@H]1CN([C@@H](C)CO)S(=O)(=O)c2ccc(C#CC3(O)CCCC3)cc2O[C@H]1CN(C)C(=O)Cc1ccccc1	6.0	.
C[C@H](CO)N1C[C@H](C)[C@H](CN(C)S(C)(=O)=O)Oc2ccc(NC(=O)Nc3ccc(C(F)(F)F)cc3)cc2CC1=O	.	-1.7
C[C@H](CO)N1C[C@H](C)[C@@H](CN(C)C(=O)Nc2ccc(-c3cccs3)cc2)OCc2cn(nn2)CCCC1=O	23.1	-5.3
C[C@@H]1CN([C@@H](C)CO)C(=O)CCCn2nncc2CO[C@H]1CN(C)C(=O)Nc1ccc(F)cc1	.	3.9
C[C@@H]1CN([C@H](C)CO)C(=O)Cc2cc(NC(=O)C3CCCCC3)ccc2O[C@H]1CN(C)C(=O)NC1CCCCC1	.	0.3
Cc1noc(C)c1NC(=O)Nc1ccc2c(c1)CC(=O)N([C@@H](C)CO)C[C@H](C)[C@@H](CN(C)C)O2	2.8	-3.4
NS(=O)(=O)c1ccc(N=C2NC(=O)C(CC(=O)Nc3ccccc3)S2)cc1 (centres undefined)	-7.0	.
CC(C)NC(=O)N(C)C[C@H]1Oc2ccc(NC(=O)CCN3CCOCC3)cc2CC(=O)N([C@@H](C)CO)C[C@H]1C	3.0	5.7
C[C@H]1CN([C@@H](C)CO)S(=O)(=O)c2ccc(C#Cc3cccc(F)c3)cc2O[C@@H]1CN(C)S(=O)(=O)c1cn(C)cn1	-30.0	.
Cc1noc(C)c1NC(=O)Nc1cccc2c1O[C@@H](CN(C)S(=O)(=O)c1cn(C)cn1)[C@H](C)CN([C@H](C)CO)C2=O	0.7	.
COc1cc2c(cc1OC)CN(C(=O)c1sc(-c3cnccn3)nc1C)CC2	-3.2	.
Cc1ccccc1OCC(=O)Nc1cccc(Oc2ccc3c(c2)C(=O)NC3=O)c1	7.8	3.4
N#Cc1ccc2c(c1)N(CCCN1CCC(O)CC1)c1ccccc1S2	.	0.4
C/C=C/c1ccc2c(c1)O[C@@H](CN(C)C(=O)c1cnccn1)[C@H](C)CN([C@H](C)CO)S2(=O)=O	6.2	.
Cc1c(Cl)cccc1NC(=O)c1ccccc1OCC(=O)Nc1ccc2c3c(cccc13)CC2	-20.4	0.8
CS(=O)(=O)N(CC(=O)NC1CCCC1)c1ccc2c(c1)OCCO2	-11.0	-1.1
COc1ccccc1N(CC(=O)N1CCN(C)CC1)S(C)(=O)=O	0.2	3.2
COc1ccc(-c2nnc(SCC(=O)O)n2-c2ccccc2)cc1	-8.4	2.8
C[C@@H]1CCCCO[C@@H](CN(C)Cc2ccc3c(c2)OCO3)[C@@H](C)CN([C@H](C)CO)C(=O)c2cc(NC(=O)C3CCCCC3)ccc2O1	.	-0.4
C[C@H](CO)N1C[C@H](C)[C@H](CN(C)C(=O)c2ccncc2)Oc2cc(C#CC3CC3)ccc2S1(=O)=O	3.1	.
O=C(/C=C/c1ccccc1)NCCCCNCCCNC(=O)/C=C/c1ccccc1	.	0.3
Cc1ccc(S(=O)(=O)Nc2ccc3c(c2)C(=O)N([C@H](C)CO)C[C@H](C)[C@H](CN(C)C(=O)NC2CCCCC2)O3)cc1	.	0.1
Cc1noc(C)c1NC(=O)Nc1ccc2c(c1)CC(=O)N([C@@H](C)CO)C[C@@H](C)[C@@H](CN(C)CC1CCCCC1)O2	.	-0.1
COc1ccccc1S(=O)(=O)N(C)C[C@@H]1OCc2cn(nn2)CCCC(=O)N([C@H](C)CO)C[C@@H]1C	4.8	-0.3
C[C@@H]1CN([C@H](C)CO)C(=O)Cc2cc(N(C)C)ccc2O[C@H]1CN(C)Cc1ccccc1	0.5	-4.4
C[C@@H]1CN([C@@H](C)CO)C(=O)c2cc(NC(=O)Cn3cnnn3)ccc2O[C@H]1CN(C)Cc1ccccc1	.	-0.8
Cc1cc(C)c(S(=O)(=O)NCC(=O)Nc2ccc(F)c(Cl)c2)c(C)c1	-11.5	-2.9
O=C(Oc1ccccc1)c1cccc(COC(=O)c2cc(=O)[nH]c3ccccc23)c1	-25.1	4.3
O=S(=O)(Nc1ncccn1)c1ccc(NC(=S)Nc2ccc(Oc3ccccc3)cc2)cc1	6.5	-2.4
C[C@H]1CN([C@@H](C)CO)C(=O)c2cc(NS(=O)(=O)c3ccc(Cl)cc3)ccc2O[C@H]1CN(C)S(=O)(=O)c1cccs1	.	-0.1
COc1ccccc1N1CCN(CCNC(=O)Nc2cccc(C)c2C)CC1	-20.2	1.2
N#Cc1ccc(-c2ccc(OC(=O)CS(=O)c3ccc(C(F)(F)F)cc3[N+](=O)[O-])cc2)cc1 (centres undefined)	22.7	1.5
O=C(CCCN1C(=O)c2ccccc2C1=O)Nc1cccc(Cl)c1Cl	-8.5	-1.8
CCOC(=O)c1c(NC(=O)CSc2nc3ccccc3c(=O)[nH]2)sc2c1CCCC2	-8.5	0.1
COc1ccc(C(=O)Nc2ccccc2)cc1S(=O)(=O)Nc1cc(C)on1	-2.8	-4.6
O=C1c2ccccc2C(Cc2ccnc(F)c2)(Cc2ccnc(F)c2)c2ccccc21	-4.2	.
The list goes on:
SMILES	p53 PUMA act	STK33 kin inh
C[C@H]1CN([C@@H](C)CO)C(=O)c2cc(NS(=O)(=O)c3cn(C)cn3)ccc2O[C@H]1CN(C)Cc1ccc(C(=O)O)cc1	.	1.8
C[C@H]1CN([C@@H](C)CO)C(=O)c2cc(NC(=O)C3CC3)ccc2O[C@@H]1CN(C)C(=O)Nc1ccc(F)cc1	-3.9	.
O=C(C[C@@H]1C[C@@H]2c3cc(NC(=O)C4CCC4)ccc3O[C@@H]2[C@@H](CO)O1)NCc1cccnc1	7.6	.
CCCNC(=O)N(C)C[C@H]1Oc2cc(C#Cc3cccc(F)c3)ccc2S(=O)(=O)N([C@H](C)CO)C[C@@H]1C	-13.2	.
C[C@@H]1CN([C@H](C)CO)C(=O)c2cc(NC(=O)CCCN(C)C)ccc2O[C@H]1CN(C)Cc1ccc(Oc2ccccc2)cc1	.	-1.4
COc1cc([C@H]2c3cc(O)c(OC)cc3C[C@@](O)(CO)[C@@H]2CO)ccc1O	8.0	-0.2
Cn1c(SCC(=O)Nc2sc3c(c2C#N)CCCC3)nnc1-c1ccc(Cl)cc1Cl	-8.6	4.2
CC(C)NC(=O)Nc1ccc2c(c1)CC(=O)N([C@@H](C)CO)C[C@H](C)[C@H](CN(C)CC1CCCCC1)O2	.	-4.8
COc1ccc(S(=O)(=O)N(C)CC(=O)Nc2cccc(C(C)=O)c2)cc1Cl	3.8	5.3
Cc1ccc(-c2cnc3c(c2)C(=O)N([C@H](C)CO)C[C@H](C)[C@H](CN(C)Cc2ccccc2F)O3)cc1	0.6	.
NC(=NC(=O)c1ccc(Cl)cc1)c1ccc(C(F)(F)F)cn1	.	-1.5
Cc1sc(NC(=O)COc2ccc3c(C)cc(=O)oc3c2)c(C#N)c1C	-9.7	0.8
CC(C)NC(=O)[C@@]1(C)c2ccccc2C(=O)N(Cc2ccc(OC(F)(F)F)cc2)[C@H]1c1ccc(CO)cc1	.	-1.7
C[C@H]1CN([C@@H](C)CO)C(=O)Cc2cc(NS(C)(=O)=O)ccc2O[C@@H]1CN(C)Cc1ccc(C(F)(F)F)cc1	2.8	-0.5
Cc1cc(=O)[nH]c(SCCOc2ccccc2C#N)n1	27.4	0.3
COc1ccc(N(C(=O)C2CCCCC2)S(=O)(=O)c2cccc3cccnc23)cc1	-5.7	-3.3
Nc1cc(Nc2ccc(S(N)(=O)=O)cc2)ncn1	11.8	.
C[C@@H]1CN([C@H](C)CO)C(=O)Cc2cc(NC(=O)Nc3ccc(F)cc3)ccc2O[C@@H]1CN(C)C(=O)Nc1cccc2ccccc12	.	-5.8
COc1cc(-c2oc3cc(O)c(OC)c(O)c3c(=O)c2OC)ccc1O	-42.2	15.9
CN1CCN(CC(=O)N2N=C(c3c(-c4ccccc4)c4cc(Cl)ccc4[nH]c3=O)CC2c2ccccc2)CC1 (centres undefined)	-11.3	-0.3
COc1ccc(CN(C)C[C@@H]2Oc3ccc(NC(=O)Nc4ccc(OC)cc4)cc3CC(=O)N([C@@H](C)CO)C[C@H]2C)cc1	-13.4	.
CC(C)NC(=O)Nc1ccc2c(c1)C(=O)N([C@@H](C)CO)C[C@@H](C)[C@@H](CN(C)C(=O)Cc1ccccc1)OCCCC[C@H](C)O2	-2.3	.
C[C@H](CO)N1C[C@H](C)[C@@H](CN(C)S(=O)(=O)c2cccs2)Oc2c(NC(=O)Nc3ccc(C(F)(F)F)cc3)cccc2C1=O	-11.2	.
C[C@@H]1CCCCO[C@H](CN(C)Cc2ccccc2)[C@@H](C)CN([C@@H](C)CO)C(=O)c2cc(N(C)C)ccc2O1	-9.7	.
C[C@@H]1CN([C@H](C)CO)S(=O)(=O)c2ccc(/C=C/c3ccccc3)cc2O[C@@H]1CN(C)C	-11.2	.
C[C@@H]1CN([C@H](C)CO)C(=O)CCCn2nncc2CO[C@@H]1CN(C)C(=O)c1ccncc1	.	-1.5
CCc1c(C)sc(NC(=S)Nc2nc(C)cc(C)n2)c1C(=O)OC	-14.4	-3.0
COc1ccc(S(=O)(=O)N(C)C[C@H]2Oc3c(NS(C)(=O)=O)cccc3C(=O)N([C@H](C)CO)C[C@@H]2C)cc1	3.7	.
C[C@@H]1CN([C@@H](C)CO)C(=O)Cc2cc(NS(=O)(=O)c3ccccc3)ccc2O[C@@H]1CN(C)C(=O)Nc1cccc2ccccc12	-12.8	.
Cc1cccc(OCC(O)CNC(C)(C)CO)c1C (centres undefined)	0.6	3.3
CC(C)c1ccc(OCC(=O)Nc2cc(C(=O)O)cc(C(=O)O)c2)cc1	5.4	0.9
COC(=O)c1c(NC(=S)NCc2ccco2)sc2c1CCC(C)C2 (centres undefined)	17.9	-1.5
COc1cc(NC(=O)CN(C)S(=O)(=O)c2ccc(C)cc2)cc(OC)c1	-6.0	0.1
CCCn1cc(NC(=O)C2CC(c3ccccc3O)=NO2)cn1 (centres undefined)	-10.1	-1.2
C[C@H]1CN([C@@H](C)CO)C(=O)Cc2cc(NC(=O)Nc3ccc(C(F)(F)F)cc3)ccc2O[C@H]1CN(C)Cc1ccccc1	.	-9.5
CCOC(=O)CSc1nnc2c(n1)[nH]c1ccccc12	-1.8	-2.7
CCn1cc(CNC(=S)Nc2cc(OC)ccc2OC)cn1	-10.5	-2.9
CC1CCCCC1NC(=O)CSc1nnc(N)s1 (centres undefined)	-10.8	-0.7
Cc1nc(N)nc(CSc2ccccc2)n1	.	-3.9
C[C@H](O)C#Cc1cnc2c(c1)C(=O)N([C@@H](C)CO)C[C@H](C)[C@H](CN(C)C(=O)Cc1ccncc1)O2	15.4	.

High-throughput results as filed in PubChem BioAssay.

These rows are one share of the data, so the mix of outcomes need not match the whole.
